CASP6 VEID inh: blocks human caspase-6 cleavage activity | purified caspase-6, Z-VEID-R110 cleavage fluorescence | inhibition, % at 12.5 µM | hit rate 0.53% among 350,000 | AID 686996;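 active = mean inhibition across replicates at least about 35%, with every replicate also reaching that limit, limit read from the data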;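 also: 0% = median of neutral control wells and 100% = no fluorescence left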
Target sequence (P55212 24-179 limits assumed): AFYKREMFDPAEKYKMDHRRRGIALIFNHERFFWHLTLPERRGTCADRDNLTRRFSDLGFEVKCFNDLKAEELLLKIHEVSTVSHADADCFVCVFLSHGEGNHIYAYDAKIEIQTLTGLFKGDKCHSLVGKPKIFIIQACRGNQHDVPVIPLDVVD
Target sequence (P55212 194-293 limits assumed): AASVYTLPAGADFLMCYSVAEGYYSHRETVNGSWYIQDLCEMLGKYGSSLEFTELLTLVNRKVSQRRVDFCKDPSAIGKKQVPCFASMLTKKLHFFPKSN
RAD54 branch: inhibitors of human RAD54 branch migration | Q92698 | RAD54 Holliday junction branch migration, FAM/BHQ fluorescence | inhibition, % at 10.4 µM | hit rate 0.14% among 360,000 | AID 602329;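 active = mean normalized replicate activity at least 40 and at least half of replicates scoring 40 or more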;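 also: 0% = median of neutral control wells and 100% = median of positive control wells; inhibitors cause a drop in the FAM fluorescence signal; in these data hits start at about 50%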
Target sequence (Q92698 whole entry, looked up): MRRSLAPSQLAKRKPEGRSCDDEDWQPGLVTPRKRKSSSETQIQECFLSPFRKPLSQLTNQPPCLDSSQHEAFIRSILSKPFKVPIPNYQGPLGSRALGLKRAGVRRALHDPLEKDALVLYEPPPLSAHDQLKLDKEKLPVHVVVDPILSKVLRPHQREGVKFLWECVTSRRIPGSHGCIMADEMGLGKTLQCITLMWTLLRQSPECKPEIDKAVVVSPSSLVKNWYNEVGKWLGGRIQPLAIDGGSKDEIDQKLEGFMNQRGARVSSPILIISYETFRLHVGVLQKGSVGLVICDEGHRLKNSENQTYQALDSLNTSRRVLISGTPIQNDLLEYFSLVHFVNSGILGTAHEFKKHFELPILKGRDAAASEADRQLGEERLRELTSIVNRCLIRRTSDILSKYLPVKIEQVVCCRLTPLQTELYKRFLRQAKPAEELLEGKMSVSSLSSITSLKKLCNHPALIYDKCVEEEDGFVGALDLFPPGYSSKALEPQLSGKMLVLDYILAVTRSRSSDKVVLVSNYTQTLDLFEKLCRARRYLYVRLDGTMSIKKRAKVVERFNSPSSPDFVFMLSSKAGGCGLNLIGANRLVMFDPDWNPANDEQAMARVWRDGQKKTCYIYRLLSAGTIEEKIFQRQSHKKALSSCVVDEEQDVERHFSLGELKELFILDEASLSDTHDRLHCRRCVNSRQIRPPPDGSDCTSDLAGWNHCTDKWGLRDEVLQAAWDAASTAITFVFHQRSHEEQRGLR
ARNT-TACC3 inh: ARNT/TACC3 interaction disruption; Q9Y6A5; AlphaScreen His-ARNT PAS-B/GST-TACC3 binding, luminescence; TACC3 fragment carries E629A point mutation; inhibition, % at 9.99 µM; hit rate 0.66% among 390,000; AID 623870;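 active = mean inhibition of replicates at least 50% and at least half of replicates each reaching 50%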;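 also: 0% = complete ARNT plus TACC3 wells and 100% = ARNT alone without TACC3; many hits fall short of the cut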
RAD52 anneal inh: RAD52 (human) annealing inhibition. P43351. recombinant RAD52 DNA annealing, FRET fluorescence. inhibition, % at 18.7 µM. hit rate 0.46% among 360,000;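 active = every replicate showing at least 50% inhibition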
esBAF inh: blocks esBAF chromatin remodeling in mouse ES cells | Bmi1-luciferase knock-in reporter, 24 h; 100% = twice the neutral-well signal | reporter increase, % at 12.5 µM | hit rate 2% among 350,000; in the data active = activation above about 40%;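 also: 0% = median of the plate's neutral control wells and 100% = double that signal; a rise in the Bmi1 reporter signal indicates esBAF inhibition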
E-sel inducer: induces E-selectin expression in human endothelial cells; P16581; HUVEC E-selectin immunofluorescence imaging; normalized: neutral wells 0, TNF-alpha wells 100; activation, % at 7.58 µM; hit rate 0.37% among 260,000; AID 686992;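 active = mean E-selectin-positive cell signal at least 10% of the positive control, reached in at least 60% of replicates, without over 20% cell loss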;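 also: in these data hits start at about 27%; measured in HUVEC primary endothelial cells; signal is the percent of cells scored E-selectin positive by PE staining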
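Material: HUVEC primary endothelial cells; Amount: 3,000 cells per well; Dosing: single concentration; Medium: EGM-2 growth medium on 0.1% gelatin-coated wells; Read-out basis: percent E-selectin-positive cells; Signal: immunofluorescence imaging; Control set: TNF-alpha, DMSO.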
ERp5 block: ERp5 (human) disulfide isomerase inhibition; Q15084; ERp5 insulin aggregation, absorbance 650 nm, 90 min; inhibition, % at 9.99 µM; hit rate 0.05% among 350,000; AID 651711;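 active = mean replicate inhibition above about 25%, with every replicate also reaching it, limit read from the data, passing the limit was not always enough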
PglD DTNB: PglD (C. jejuni) enzyme inhibition; inhibition, % at 12.5 µM; purified PglD enzyme, DTNB colorimetric CoA detection; hit rate 0.098% among 360,000; AID 602405; in the data active = inhibition above about 16%, passing the limit was not always enough; also: strong numbers were not always called active
Active calls of the source: *; . = not tested or not shown; & = joins results of further samples. Not a hit list, and some 3.2% of all compounds hit somewhere here.

SMILES	CASP6 VEID inh	RAD54 branch	ARNT-TACC3 inh	RAD52 anneal inh	esBAF inh	E-sel inducer	ERp5 block	PglD DTNB
CCCCC(C(=O)NC(C)(C)C)N(Cc1ccccc1)C(=O)c1snc(C(N)=O)c1N (centres undefined)	2	-2	-4	-4	9	.	2	-4
O=S(=O)(c1ccccc1)N1CCN(Cc2cccc(Cl)c2)CC1	.	-6	-8	.	2	.	.	3
COc1ccc(NS(=O)(=O)c2ccc3oc(SCC(N)=O)nc3c2)cc1	7	4	-2	-1	5	.	-2	0
COc1ccccc1-c1ccc(=O)n(CC(=O)NCc2cccs2)n1	-1	.	-4	-1	.	.	-4	.
Cc1ccc(C(OCC(O)CN2CCCCC2)c2ccccc2)cc1 (centres undefined)	5	8	1	-20	-9	0.0	1	0
O=C(CSc1nnc(-c2ccccn2)n1Cc1ccccc1)Nc1ccc2c(c1)OCO2	4	-5	2	3	-5	.	11	-3
C[C@H](CO)N1C[C@H](C)[C@@H](CN(C)C(=O)NC2CCCC2)Oc2cc(-c3cncnc3)ccc2S1(=O)=O	1	4	-4	3	1	-0.1	-7	-1
Cc1c(OC(C)C(=O)NCCCN2CCOCC2)ccc2c1oc(=O)c1ccccc12 (centres undefined)	-2	3	-30	-5	7	.	3	5
Cc1cc2nc(-c3ccc(SCc4ccccn4)nc3)[nH]c2cc1C	-3	-17	.	-85	64*	25	-4	0
CCn1cc([N+](=O)[O-])c(C(=O)N2CCN(C(=O)c3ccco3)CC2)n1	.	8	2	.	.	1.4	.	2
O=C(c1ccco1)N1CCCC(c2nc3c(nnn3Cc3c(Cl)cccc3Cl)c(=O)[nH]2)C1 (centres undefined)	4	0	1	-73	6	-0.3	-1	-3
CC(=O)Nc1ccc(NC(=O)COC(=O)C2c3ccccc3Oc3ccccc32)cc1	5	.	3	-9	.	-1.6	3	.
Cc1ccc(CNC(=O)C2CCCN(C(=O)Nc3ccc(F)cc3)C2)cc1 (centres undefined)	7	-7	-3	-8	-7	0.2	1	-11
COc1ccc(N(C(=O)C(C)C)S(=O)(=O)c2ccc(Cl)cc2)cc1	.	-7	-16	.	0	.	.	-5
C[C@H](CO)N1C[C@H](C)[C@H](CN(C)Cc2ccc(Oc3ccccc3)cc2)Oc2ccc(NS(=O)(=O)c3ccc(Cl)cc3)cc2C1=O	1	3	0	-2	-2	-0.6	-10	0
CCOC(=O)c1ccc(N2C(=O)[C@@H](c3ccccc3)[C@H]2c2ccccc2)cc1	-1	2	3	-12	0	0.1	-2	6
CN(C)C(=O)c1cccc(-c2ccc3n(c2=O)C[C@@H]2N[C@H]3[C@H](C(=O)NC3CCC3)[C@H]2CO)c1	3	1	0	-2	0	0.6	4	0
COc1cc(SC)ccc1C(=O)OCC(=O)NCCNC(=O)COC(=O)c1ccc(SC)cc1OC	-6	2	.	-22	-5	-0.1	4	5
O=C(CN(c1ccc2c(c1)OCCO2)S(=O)(=O)c1ccccc1)Nc1ccc2c(c1)OCO2	.	-1	-14	.	-9	.	.	-1
Cc1c(C(c2cccc(Br)c2)c2c(C)n(C)n(-c3ccccc3)c2=O)c(=O)n(-c2ccccc2)n1C	1	-8	-1	1	-10	.	-1	1
CC(C)C[C@H](NC(=O)c1nc[nH]c1C(=O)N[C@@H](CCCCNC(=O)OC(C)(C)C)C(=O)OC(C)(C)C)C(=O)OCc1ccccc1	-4	0	-1	-5	6	.	3	-1
O=C(NNC(=O)c1ccc([N+](=O)[O-])cc1Cl)c1ccncc1	.	3	-2	.	0	1.7	.	-2
CCn1c(SCC(=O)Nc2ccc3c(c2)OCO3)nc2c1c(=O)n(C)c(=O)n2C	.	0	4	.	-6	.	.	-8
O=C(C[C@@H]1CC[C@H](NS(=O)(=O)c2ccccc2F)[C@@H](CO)O1)NCCCN1CCOCC1	1&-9	1	-15	-5&-9	0	-0.1&7.2	2&-10	1
CCCN(CC(=O)Nc1ccccc1OC)C(=O)CCNC(=O)c1ccccc1OC	-127	1	-28	-12	0	.	4	7
Cc1ccc(SCC(=O)N2N=CCC2c2ccccc2)cc1 (centres undefined)	-2	.	-6	1	.	-0.6	-1	.
CNC(=S)N1CCN(c2nc(-c3cccc(OC)c3)cs2)CC1	0	0	20	-13	6	0.1	-1	-12
Cc1noc(C)c1NC(=O)N(C)C[C@H]1Oc2ccc(NS(=O)(=O)c3cccs3)cc2C(=O)N([C@H](C)CO)C[C@H]1C	2	-2	-35	0	-5	29*	-5	-2
COc1ccccc1OCC(O)Cn1c(=N)n(Cc2ccccc2)c2ccccc21 (centres undefined)	.	9	3	.	-39	.	.	2
COc1ccc(C=NNC(=S)NN=Cc2ccc(OC)c(OC)c2)cc1OC	2	5	11	-19	22	0.0	1	-1
COc1ccc(S(=O)(=O)N(C)C[C@@H]2Oc3ccc(NC(=O)Nc4c(C)noc4C)cc3C(=O)N([C@@H](C)CO)C[C@H]2C)cc1	-3	35	-10	4	4	2.1	5	0
Cc1[nH]nc2c1C(c1cccnc1)N(c1ccc(Br)cc1)C2=O (centres undefined)	.	-7	-3	.	4	.	.	0
Nc1nc(SCc2ccccc2)[nH]c(=O)c1-c1ccccc1	-1	-3	0	-4	45*	.	4	-3
O=C(Nc1c2c(nn1-c1ccccc1)CSC2)c1ccc(N2C(=O)CCC2=O)cc1	3	.	-8	-16	.	.	4	.
CCSc1nnc(N2C(=O)c3ccc(C(=O)c4ccc(C(=O)O)cc4)cc3C2=O)s1	-1	4	0	-17	-2	.	4	0
CCOC(=O)c1nc(C)nc(Sc2n[nH]c(-c3cc(C(F)(F)F)cc(C(F)(F)F)c3)n2)c1C	4	5	15	-6	2	0.1	7	3
O=c1cc(N2CCN(c3ccccc3F)CC2)[nH]c(=O)n1-c1ccc(Br)cc1	-3	-8	0	-37	-7	0.1	-5	4
CCCN(C)C[C@@H]1Oc2cc(C#CCC(C)C)ccc2S(=O)(=O)N([C@H](C)CO)C[C@@H]1C	-2	-1	0	28	0	0.6	2	0
CN1C(=O)c2cc(NC(=O)c3cccc(F)c3)ccc2OC[C@@H]2O[C@@H](CC(=O)N3CCc4ccccc4C3)CC[C@H]21	56*	0	4	6	1	0.1	-4	-3
CC(=O)N(C)c1ccc(N=C2C(=O)Nc3ccccc32)cc1	.	-4	0	.	-8	.	.	0
C=CCNC(=O)c1ccccc1NC(=O)C1CCN(S(=O)(=O)c2ccc(SC)cc2)CC1	-2	-3	9	-15	-3	-0.1	8	0
CCOC(=O)C1(CCOC)CCN(C(=O)Cc2ccsc2)CC1	1	1	-7	-11	-8	0.1	3	-3
Cc1ccc(S(=O)(=O)N(CC(=O)c2ccccc2)C(=O)N2CCN(C)CC2)cc1	2	-3	-2	1	.	0.2	-9	-8
CC1CCN(S(=O)(=O)c2ccc3[nH]c(=O)c(=O)[nH]c3c2)CC1	.	3	-1	.	-7	.	.	3
CC(C)(C)c1ccc(-c2nc(C#N)c(NCCCn3ccnc3)o2)cc1	-17	12	6	0	-10	.	-1	-2
O=C(Cc1cccc(NC(=O)C2CCCN(C(=O)C3CCCCC3)C2)c1)Nc1cccc(C(=O)N2CCCC2)c1 (centres undefined)	2	2	-2	-6	-4	0.0	7	-3
Cc1ccc(C)c(-n2cc(CNCCc3cnccn3)c(-c3ccccc3)n2)c1	6	.	2	-67	-2	1.2	6	.
C[C@H](NC(=O)C[C@H]1C=C[C@@H](NC(=O)C2CC2)[C@@H](CO)O1)c1ccccc1	0	1	10	2	0	-0.4	5	1
CCOc1cccc(CNCc2ccc(C(=O)O)cc2)c1	2	.	-3	-5	9	.	-4	.
COc1cccc(-n2nnnc2S(C)(=O)=O)c1	.	11	-16	.	8	.	.	-1

Remaining list, next part:
SMILES	CASP6 VEID inh	RAD54 branch	ARNT-TACC3 inh	RAD52 anneal inh	esBAF inh	E-sel inducer	ERp5 block	PglD DTNB
COc1ccc(NC(=O)N(C)C[C@H]2Oc3ncc(C#CC(C)C)cc3C(=O)N([C@H](C)CO)C[C@@H]2C)cc1	3	-7	2	16	10	-0.3	-11	1
CC1=NN(C(N)=S)C(=O)C1N=Nc1ccc(Br)cc1 (centres undefined)	-2	11	-1	-2	18	.	0	0
C[C@@H]1CN([C@H](C)CO)C(=O)Cc2cc(NC(=O)CCN3CCOCC3)ccc2O[C@@H]1CN(C)Cc1ccc(Oc2ccccc2)cc1	0	-6	11	18	-6	0.6	-5	0
Cn1cc(/C=C2\SC(=S)N(NC(=O)c3ccccc3Cl)C2=O)c2ccccc21	2	.	-4	-22	.	.	2	.
O=C([C@@H]1CCCN1C(=O)c1cccs1)N1CCN(S(=O)(=O)c2cccc(F)c2)CC1	-3	-17	4	-7	-1	0.1	9	-1
COc1cc(/C=N/NC(N)=O)ccc1OCC(=O)N1C(C)CCCC1C (centres undefined)	-3	.	2	-8	.	.	6	.
COc1ccc(C#Cc2ccc3c(c2)[C@H]2[C@H](CCN2C(=O)Nc2ccc(C(F)(F)F)cc2)[C@@H](CO)N3C)cc1	-1	-6	0	-12	0	1.0	-5	-5
COc1ccc(-n2c(COc3ccc(C)cc3)nnc2SCC(=O)O)cc1	2	0	0	-2	-5	-0.1	1	1
Cc1cccc(C)c1NC(=O)C(c1ccccc1F)n1c(=O)c(-c2ccccc2)nc2ccccc21 (centres undefined)	0	.	.	-9	.	-0.2	2	.
C/C(=N\NC(=O)Cc1ccc(O)cc1)c1cccnc1	-3	-6	3	-7	-6	-0.1	-2	-8
CCCCN(CCCNC(=O)Cn1nc(CC)n2c(cc3sc(C)cc32)c1=O)Cc1ccccc1	0	17	-4	-4	-12	3.4	2	1
O=c1[nH]ncc2c3ccccc3n(Cc3ccccc3)c12	.	-1	-1	.	-1	.	.	-5
C=CCc1c(C)nn(CC(=O)O)c1-c1ccccc1	.	-11	-2	.	15	.	.	1
C[C@@H]1CCCCO[C@H](CN(C)Cc2ccc(C(F)(F)F)cc2)[C@@H](C)CN([C@@H](C)CO)C(=O)c2cc(NC(=O)c3ccncc3)ccc2O1	-2	0	6	-80	1	1.5	0	3
O=C(NC1CCCCC1)C1CCC(=O)N(Cc2cccc(C(F)(F)F)c2)C1 (centres undefined)	2	-7	.	-3	-3	-0.5	-10	-3
CCc1nnc(NC(=O)CCN2C(=O)CCC2=O)s1	0	-20	29	-8	-5	.	-1	4
CCOC(=O)N1CCN(C(=O)COc2ccc(Br)cc2Cl)CC1	.	1	-18	.	3	.	.	6
COc1ccc(-n2nc(C(=O)Nc3cc(OC)c(OC)c(OC)c3)c3ccccc3c2=O)c(OC)c1	1	.	-1	15	.	-0.3	-1	.
CCC(C)(C)NC(=O)C(NS(=O)(=O)c1cccs1)c1ccccc1 (centres undefined)	1	1	10	-11	-1	1.5	1	1
CCOC(=O)C(NC(=O)c1ccccc1)(OCc1ccccc1)C(F)(F)F (centres undefined)	0	.	-9	-12	2	-0.7	3	.
CCCCn1c(N)c(N(CC)C(=O)c2ccc(N(C)S(=O)(=O)c3ccc(C)cc3)cc2)c(=O)[nH]c1=O	-1	.	-2	-2	.	0.1	-5	.
COc1ccc(CNC(=O)CSc2nnnn2C)cc1OC	-1	.	.	-8	.	1.7	-4	.
CCNC(=O)c1cc2c(c(-c3cccc(-c4ccccc4F)c3)n1)[C@@H](CCO)N(C(=O)CC)C2	29&8	.	.	10&-11	.	0.0&0.0	-1&-9	.

Among those listed so far, these have a nitro group on carbon:
SMILES	CASP6 VEID inh	RAD54 branch	ARNT-TACC3 inh	RAD52 anneal inh	esBAF inh	E-sel inducer	ERp5 block	PglD DTNB
CCn1cc([N+](=O)[O-])c(C(=O)N2CCN(C(=O)c3ccco3)CC2)n1	.	8	2	.	.	1.4	.	2
O=C(NNC(=O)c1ccc([N+](=O)[O-])cc1Cl)c1ccncc1	.	3	-2	.	0	1.7	.	-2

Assay outcomes from PubChem.
